From PubChem BioAssay
Tb PFK inh = inhibitors of T. brucei phosphofructokinase | Potency, µM (highest dose often 57.5 µM), without a hit: at the highest dose activity, negative = inhibition, usual class: inhibitors | AID 485367 | O15648 | T. brucei PFK, ADP-Glo luminescence | hit rate 0.17% among 330,000;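 further: potency means the concentration at half of the fitted maximal effect; 0% = uninhibited 1x PFK enzyme wells and -100% = no-enzyme wells; nearly all actives have a fitted effect of over 60% in size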
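Luminescent ADP detection (ADP-Glo, two-step: ATP depletion then ADP-to-ATP conversion for luciferase) reported PFK activity after 45 min room-temperature reaction of 1.25 nM enzyme with 0.5 mM F6P and 0.1 mM ATP at pH 8.0.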
RORgamma inh = blocks mouse ROR gamma transcriptional activity; Potency, µM (doses to about 53.6 µM), inactives show top-dose activity change, negative = inhibition, actives largely listed as inhibitors; hit rate 5.4% among 310,000; P51450; Drosophila S2 Gal4-RORgamma UAS-luciferase reporter, 20 h; AID 2551; further: potency means the concentration at half of the fitted maximal effect; on the % scale 0 is the no-effect control and ±100 the full control effect; nearly all actives have a fitted effect of over 60% in size
Target sequence (P51450 whole entry, looked up, the tested form may be a part): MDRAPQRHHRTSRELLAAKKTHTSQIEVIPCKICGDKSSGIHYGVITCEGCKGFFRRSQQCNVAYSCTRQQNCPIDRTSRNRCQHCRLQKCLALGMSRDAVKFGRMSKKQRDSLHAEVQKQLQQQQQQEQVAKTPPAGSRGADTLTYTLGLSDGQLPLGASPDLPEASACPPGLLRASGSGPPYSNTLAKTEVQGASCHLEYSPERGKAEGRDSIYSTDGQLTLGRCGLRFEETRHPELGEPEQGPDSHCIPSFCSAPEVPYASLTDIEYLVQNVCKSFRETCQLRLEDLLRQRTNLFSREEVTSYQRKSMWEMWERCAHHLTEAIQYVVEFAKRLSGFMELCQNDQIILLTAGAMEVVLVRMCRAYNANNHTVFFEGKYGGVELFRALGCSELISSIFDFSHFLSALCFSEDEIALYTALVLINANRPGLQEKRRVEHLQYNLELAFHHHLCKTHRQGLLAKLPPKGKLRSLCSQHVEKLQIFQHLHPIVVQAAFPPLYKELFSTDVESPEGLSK
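Drosophila S2 cells stably expressing Gal4-DBD/mouse RORγ fusion under metallothionein promoter plus UAS-luciferase; compound 1 h, then 700 uM CuSO4 induction for 20 h at ambient temperature; inhibition read as reduced luminescence.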
uPA generation = cell surface uPA generation inhibition; Potency, µM (top dose mostly 38.3 µM), inactives show at the top dose activity change, negative = inhibition, hits mostly inhibitors; hit rate 0.31% among 330,000; cell surface uPA generation assay, qHTS; active means well fitted inhibition curve with a large enough effect; inconclusive means small, poorly fitted or top-dose-only effect; inactive means no such curve, though single readings can be large or run the other way; tested in mouse RAW 264.7 cells; further: potency means the concentration at half of the fitted maximal effect; on the % scale 0 is the no-effect control and ±100 the full control effect; nearly all actives have a fitted effect of over 55% in size
FBPA coupling cs = coupling enzyme interference in Giardia aldolase counter-screen. coupling enzyme system counterscreen, AmpLite Red fluorescence. activity change, negative = inhibition, % at 58.2 µM, hits read low. hit rate 0.67% among 290,000. AID 2472; in the data active means activity change below about -30%; further: on the % scale 0 is the no-effect control and ±100 the full control effect
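Final compound at 57.5 uM, incubated 10 min at RT with coupling enzyme reagent (glyceraldehyde-3-phosphate), then 20 min with substrate and AmpLite Red detection. Fluorescence read at 525/598 nm; tests interference with the coupling assay, not aldolase inhibition.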
KCNH2 3.1 inh = blocks the human KCNH2 3.1 channel isoform | U2OS KCNH2 3.1, thallium flux FluxOr; active compounds read low | activity change, % (tested at about 1.8 µM) | hit rate 0.95% among 340,000;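 active means maximum activity change below -70%; inconclusive means maximum activity change from -70% to -50%; inactive means maximum activity change above -50%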;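 further: thallium influx rate constant from kinetic fluorescence after stimulation buffer; on the % scale 0 is the no-effect control and ±100 the full control effect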
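Thallium flux via FluxOr fluorescence (Red40 quencher, 45 min loading) in U2OS cells virally expressing the KCNH2 3.1 isoform (1.77 x 10^8 /mL virus, overnight at 37 C). Rate constants from 2-min kinetic reads post-stimulation, normalised to positive and negative controls.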
Rab9 prom act = activates the Rab9 promoter. Huh7 Rab9 promoter-luciferase reporter, luminescence, 24 h. Potency, µM (highest dose often 9.22 µM), for inactives: at the top dose activation, negative = inhibition, hits mostly activators. hit rate 2.8% among 320,000. AID 485297; further: potency means the concentration at half of the fitted maximal effect; % of control where 0% means no effect; nearly all actives have a fitted effect of over 60% in size
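Steps: seed 1500 Huh7 Rab9-luc cells per well, rest 2 h at 37 °C; add compound in DMSO; incubate 24 h; add luciferase reagent, 10 min ambient; read luminescence.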
Gal4-VP16 FLuc = Gal4-VP16 reporter inhibition counter-screen; Drosophila S2 Gal4-VP16 UAS-luciferase, luminescence, 20 h; Potency, µM (series often up to 53.6 µM), for the others: at the highest dose activity, negative = inhibition, usual class: inhibitors; hit rate 3.5% among 310,000; AID 2546;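 further: Gal4-VP16 expression switched on by copper sulfate through the metallothionein promoter; potency means the concentration at half of the fitted maximal effect; on the % scale 0 is the no-effect control and ±100 the full control effect; nearly all actives have a fitted effect of over 50% in size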
NPC1 promoter act = NPC1 promoter activation | Huh7 NPC1 promoter luciferase reporter, 24 h | Potency, µM (doses to about 9.22 µM), for the others: at the highest dose activation, actives largely listed as activators | hit rate 2.4% among 320,000;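 further: potency means the concentration at half of the fitted maximal effect; % of control where 0% means no effect; nearly all actives have a fitted effect of over 60% in size; reporter is driven by a mutant NPC1 promoter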
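Readout is luciferase luminescence, reflecting NPC1 promoter activation in stably transfected Huh7 cells after 24 h compound exposure at 37 °C in reduced-serum medium with 10% FBS.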
ELG1 genotoxic = inducers of genotoxicity in HEK293T ELG1-luciferase cells; HEK293T ELG1-luciferase reporter, luminescence, 16 h; Potency, µM (series often up to 46 µM), for inactives: top-dose activity change, positive = activation, usual class: activators; hit rate 1.3% among 330,000; further: potency means the concentration at half of the fitted maximal effect; % of control where 0% means no effect; nearly all actives have a fitted effect of over 60% in size
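Genotoxic stress is detected as increased luminescence from luciferase-tagged ELG1 in HEK293T cells, measured with ONE-Glo after a 16 hr treatment at 37 °C.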
Giardia killer = kills Giardia lamblia. Giardia lamblia trophozoite viability. activity change, % at 7.66 µM, hits read low. hit rate 0.15% among 340,000. AID 540267; in the data active means activity change below about -80%; inconclusive means between about -30% and that limit;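 further: parasites exposed to compound for two days anaerobically before the ATP read; on the % scale 0 is the no-effect control and ±100 the full control effect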
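Giardia trophozoites, 100 cells per well, were exposed to compounds for 48 hrs at 37 deg C under anaerobic conditions; viability was then read as ATP content by bioluminescence after 15-30 min at room temperature.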
FLuc counter = firefly luciferase modulation, counter-screen for miR-21 project; purified FLuc, Km substrates, luminescence inhibition; hit rate 6.9% among 360,000; AID 588342; Potency, µM (top dose mostly 57.5 µM), for the others: at the top dose activity change, negative = inhibition, usual class: inhibitors; P08659;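 further: potency means the concentration at half of the fitted maximal effect; plate controls were vehicle for no effect and reference inhibitor for full effect; nearly all actives have a fitted effect of over 55% in size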
Target sequence (P08659 whole entry, looked up): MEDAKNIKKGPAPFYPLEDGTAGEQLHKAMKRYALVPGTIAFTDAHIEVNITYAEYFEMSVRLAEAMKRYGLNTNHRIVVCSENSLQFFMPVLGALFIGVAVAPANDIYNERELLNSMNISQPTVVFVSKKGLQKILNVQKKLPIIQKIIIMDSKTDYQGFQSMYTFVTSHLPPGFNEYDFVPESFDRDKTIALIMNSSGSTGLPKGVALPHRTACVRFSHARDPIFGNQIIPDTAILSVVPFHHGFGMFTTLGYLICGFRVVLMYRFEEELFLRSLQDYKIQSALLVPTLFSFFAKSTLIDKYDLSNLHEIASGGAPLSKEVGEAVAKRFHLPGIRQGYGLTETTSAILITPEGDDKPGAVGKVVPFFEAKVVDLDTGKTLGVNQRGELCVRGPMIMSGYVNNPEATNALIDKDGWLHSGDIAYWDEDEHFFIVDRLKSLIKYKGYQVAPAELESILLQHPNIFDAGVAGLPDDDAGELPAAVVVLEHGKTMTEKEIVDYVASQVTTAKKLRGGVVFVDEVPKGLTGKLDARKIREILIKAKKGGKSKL
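Purified P. pyralis luciferase, 10 nM final, with Km-level 10 uM D-luciferin and 10 uM ATP in 50 mM Tris acetate pH 7.5, 10 mM Mg acetate, 0.01% Tween-20, 0.05% BSA; 6-point qHTS titration about 60 µM downward; luminescence read.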
Active calls of the source: *; u = inconclusive; x = no result given; [ ] = dose if it differs, or a comment. Unless noted, the call rests on the fitted dose curve; in most records, active means well fitted curve in the direction sought with a large enough effect; inconclusive means small, poorly fitted or top-dose-only effect, or another doubt; inactive means no such curve, though single readings can be large; an effect the other way counts as inactive or inconclusive.

SMILES | Tb PFK inh | RORgamma inh | uPA generation | FBPA coupling cs | KCNH2 3.1 inh | Rab9 prom act | Gal4-VP16 FLuc | NPC1 promoter act | ELG1 genotoxic | Giardia killer | FLuc counter
Cc1ccc(N(C(=O)Cn2nnc3ccccc32)C(C(=O)NCc2ccccc2)c2ccccn2)cc1 (stereo not given) | 4.4% | 28.7% | -1.7% | 1.9 | -13.0 | 0.2% | -12.3% | -4.7% | 1.5% | 12.0 | 0.4%
CN(Cc1nccs1)C(=O)C1CCC(=O)N(CCc2cccc(F)c2)C1 (stereo not given) | 0.2% | -1.2% | 2.9% | x | -4.8 | 2.1% | 3.8% | -2.8% | -2.2% | -3.5 | -0.6%
C=CCOc1ccc2ccccc2c1CNn1cn[nH]c1=S | -0.8% | -23.3%[1.91 µM] | -2.3% | -0.7 | -11.0 | 5.5% | u | -0.1% | 2.2% | 10.3 | -11.9%
Cc1ccc(N2C(=O)[C@@H]3Cc4ccccc4CN3C2=O)cc1 | -1.4% | u | -2.7% | 2.9 | 21.4 | u | 20.3% | 15.1% | u | -12.4 | u
CCCCOC(=O)CCc1c(C)[nH]c(=O)c(C#N)c1C | -0.2% | -1.6% | 3.4% | 1.7 | -11.3 | 0.2% | 3.1% | 0.2% | 1.5% | -4.7 | -1.5%
COC(=O)c1cc(C(=O)OC)cc(N2C(=O)CC(Sc3nc(C)cc(C)n3)C2=O)c1 (stereo not given) | -0.3% | u | 4.3% | 3.9 | -17.5 | -0.9% | u | 1.6% | 4.9% | 27.0 | -4.9%
CN(C)S(=O)(=O)c1cccc(NC(=O)Cc2ccsc2)c1 | -3.3% | 16.2% | 0.1% | 1.5 | -3.3 | -2.0% | -16.8% | -5.1% | -1.3% | 4.1 | -0.4%
CCc1ccccc1NC(=O)c1cc(S(=O)(=O)N(C)C)ccc1N1CCCC1 | 1.0% | 1.3% | -1.2% | x | -6.2 | -1.7% | 12.5% | 3.7% | -4.0% | 16.6 | 1.7%
CC(C)c1onc(C(=O)NCc2ccccc2)c1[N+](=O)[O-] | -5.3% | -16.4% | 0.7% | -0.6 | 2.0 | -4.5% | -4.7% | 1.5% | 3.0% | 2.2 | 3.1%
COc1ccc(C(=O)NCC(=O)n2nc(C)cc2C)cc1OC | -7.0% | 1.4% | 0.9% | 0.8 | 22.0 | 1.7% | 6.6% | -2.1% | 0.8% | -4.1 | -1.7%[2.3 µM]
COC(=O)c1ccccc1NC(=O)c1noc2c1CCC2 | u | 4.9% | x | -0.9 | -32.5 | -1.3% | 4.5% | -2.2% | 12.9% | -7.9 | -4.8%
Cc1noc(C)c1C(=O)NC(Cc1c[nH]c2ccccc12)C(=O)O (stereo not given) | 0.4% | x | 5.0% | x | 13.2 | x | x | x | -3.5% | 26.6 | x
O=C(COc1ccc(C(=O)c2ccccc2)cc1)NCC1CCCCC1 | -0.7% | 42.4% | -7.4% | 1.5 | -13.6 | 1.0% | u | -0.7% | -0.2% | 13.0 | 1.2%
CCCCC(=O)Nc1ccc2c(c1)nc1n2CCOC1 | -1.7% | 23.3% | -0.6% | 2.4 | 8.6 | u | 12.2% | u | u | -1.9 | u
O=c1c(-c2cc3ccccc3o2)[n+]([O-])c2ccccc2n1OCc1ccccn1 | -0.4% | -2.6% | -4.7% | -1.1 | 2.4 | u | -0.4% | u | u | u | 12µM*
CCOP(=O)(OCC)C(NC(=O)c1cc([N+](=O)[O-])cc([N+](=O)[O-])c1)C(F)(F)F (stereo not given) | -6.3% | -7.5% | -8.0% | -0.3 | 12.2 | -30.6%[inhibitor] | -10.5% | -5.5% | 0.8% | -4.5 | -1.6%
CCCCn1nnc(NC(=O)c2sc3cc(Cl)ccc3c2Cl)n1 | 0.1% | 10.4% | 0.9% | 12.0 | -5.9 | -1.5% | -8.6% | -0.4% | 1.8% | 1.6 | -7.8%
Cn1cccc1-c1cc(C(=O)N/N=C/c2ccc(F)cc2)[nH]n1 | 0.1% | u | 0.5% | -2.2 | -4.4 | -5.5% | 19.8% | -0.3% | 9.0% | 32.2[activator] | -11.9%
c1coc(-c2nnc3sc(-c4cccs4)nn23)c1 | -13.0% | -10.7% | -4.9% | 2.0 | 0.1 | 0.6% | 19.3% | 0.1% | 7.0% | 1.1 | -13.7%
CCC(=O)c1ccc(OC(=O)Cc2ccc(OC)cc2)cc1 | 0.6% | 0.1% | -2.4% | 1.2 | -22.3 | -0.8% | -6.0% | -1.5% | -1.8% | 2.1 | -9.7%
CSc1ccccc1C(=O)N1CCN(c2ncccn2)CC1 | 0.0% | 2.7% | 19.9% | -2.1 | 3.5 | -3.4% | 2.1% | -6.2% | -0.5% | -8.9 | -0.2%
CCc1nc(SCC(=O)c2ccc(C)c(C)c2)n[nH]1 | -13.8% | -0.8% | 3.2% | 1.9 | 3.2 | 10.8% | 5.1% | -0.1% | 12.7% | -15.9 | -18.3%
Cc1cc(C(=O)N/N=C/c2cccc(OC(=O)c3ccco3)c2)n[nH]1 | 0.7% | 21.8% | 1.1% | -7.9 | -10.6 | 7.8% | 0.2% | 2.4% | 8.2% | -1.8 | 16.9µM*
N#C/C(=N/Nc1ccccc1[N+](=O)[O-])C(N)=S | -0.9% | 5.5% | -5.9% | 0.6 | -9.3 | -13.4% | -18.1% | -4.1% | -8.3% | 0.7 | 2.7%
Cc1ccc(C)c(N(C(=O)c2csnn2)C(C(=O)NC2CCCCC2)c2cccnc2)c1 (stereo not given) | -16.6% | 0.0% | 1.9% | -2.7 | -5.3 | -4.2% | 3.4% | 1.9% | 0.0% | 3.3 | -5.7%
CN(C)/C=C(\C(=O)c1ccc(F)cc1F)c1nnnn1-c1ccccc1 | -6.8% | -1.8% | -4.7% | -0.1 | -38.0 | -1.1% | -6.2% | -5.2% | 1.7% | 0.7 | 1.7%
Cc1cc(Oc2nc3ccccn3c(=O)c2/C=C(\C#N)C(=O)NC2CCS(=O)(=O)C2)ccc1Cl (stereo not given) | -9.4% | -7.6% | -10.8% | 0.9 | -0.4 | -0.2% | -1.6% | 1.2% | -6.0% | 14.6 | 0.7%
CCCCCCc1cc2cc(C(=O)OCC)c(=O)oc2cc1O | 0.0% | -7.3% | 2.1% | 2.4 | 3.2 | 1.0% | 0.3% | 0.2% | -4.7% | 28.9 | 0.5%
COc1cc(Br)cc(/C=N/N(CCO)C2=NS(=O)(=O)c3ccccc32)c1OC | 8.1% | -10.3% | 3.8% | 2.0 | 11.9 | -11.3% | -6.3% | -4.5% | 15.3% | 29.7 | -2.6%
COC(=O)C1CCCN1C(C(=O)NC1CCCCC1)c1ccc(Cl)cc1 (stereo not given) | 5.5% | -3.0% | -3.4% | 2.6 | 5.5 | 2.0% | -3.2% | -3.4% | -1.0% | 1.9 | u
O=C(NNC(=O)C1CC=CCC1C(=O)O)c1cccs1 (stereo not given) | -0.7% | 5.2% | 3.4% | 2.4 | 7.7 | -4.9% | 23.5% | 1.1% | 7.3% | -4.3 | -2.5%
CC(C)n1c(Nn2cnnc2)nc2ccccc21 | -4.1% | -11.7% | 7.9% | -0.9 | -2.2 | -4.0% | 9.2% | -3.3% | 0.8% | 27.8 | -0.4%
O=C(CCNC(=O)c1ccco1)Nc1ccc(SC(F)F)cc1 | 1.3% | 38.5% | -1.5% | 0.3 | 1.0 | 2.1% | 4.4% | -4.2% | -0.5% | -2.0 | -19.1%
Cc1nnc(NC(=O)CCC(=O)N2CCN(CCc3ccccc3)CC2)s1 | 0.7% | -15.8% | x | 0.2 | x | -7.3% | 6.2% | 0.2% | -2.9% | x | 0.7%
O=C(CN1CCN(S(=O)(=O)c2ccccc2)CC1)Nc1ccc(Cl)cn1 | 1.5% | 42.5% | -18.7% | 0.1 | -4.6 | -0.4% | -4.5% | -4.2% | -6.4% | -28.1 | -1.4%
CN(CC(=O)Nc1c(Cl)cccc1Cl)C(=O)Cc1ccsc1 | -1.8% | x | -2.5% | x | 9.7 | x | x | x | 0.5% | 14.7 | x
Cc1cc(-c2n[nH]c(=S)n2/N=C/c2ccc(C)o2)n[nH]1 | 1.2% | -8.0% | 4.3% | -1.4 | 4.3 | -8.3% | -0.8% | -1.1% | -0.7% | -6.8 | -1.7%
CCOc1cc(NC(=S)Nc2ccccc2)c(OCC)cc1NC(=O)c1ccc(OC)cc1 | 0.4% | 3.98µM* | 2.6% | -8.5 | -1.1 | -2.3% | 11.2µM* | -4.4% | -7.3% | 10.6 | 3.9%
COc1ccc(-c2cc(C(F)(F)F)nc(SCC(=O)N(C)Cc3cn(C)nc3C)n2)cc1OC | 0.5% | -7.6% | -7.4% | 3.4 | 1.5 | -6.1% | -1.2% | -5.8% | 3.4% | 5.1 | -4.9%
C/C(CC(=O)NCc1ccco1)=N\NC(=O)COc1ccc(Cl)cc1Cl | -19.5% | u | -14.6% | 2.0 | -29.4 | -3.0% | -8.6% | -7.4% | -1.4% | 7.4 | -15.8%
COCCCNCC1C(Oc2ccc(Cl)cc2)C(=O)N1c1ccccc1C (stereo not given) | -3.3% | 2.0%[10 µM] | -7.0% | 1.7 | -10.5 | -3.2% | 0.9% | -2.9% | -5.7% | -9.2 | -0.9%
